Screening data from PubChem.
ROMK primary: human ROMK K+ channel modulation, primary screen | Tet-inducible ROMK, thallium flux fluorescence; actives lie on both sides | P48048 | AID 1918 | actives 2% (n = 130,000) | B-score at 10 µM;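 active = signal ratio slope over the read window, or its plate-corrected B-score, at least 3 SD from the plate mean, either direction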;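 also: B-score of the F/F0 ratio slope over 7 to 12 s after thallium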
Redox H2O2 prof: compounds producing H2O2 with reducing agent – biochemical, NIH compound library profiling, artefact control for MLSCN library redox annotation, primary screen; DTT-dependent redox cycling H2O2, phenol red/HRP absorbance; 100% = 100 µM peroxide control, 0% = buffer; activation, % at 10 µM; actives 0.03% (n = 200,000);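 active = activation of at least 50% relative to the plate's high and low controls in the primary single-dose screen; inactive = activation below 50%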;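 also: compound incubated with DTT at 0.8 mM final as the reducing agent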
S1P3 antag: S1P3 (human) receptor antagonism | CHO S1P3 NFAT-BLA reporter, FRET fluorescence, antagonist mode | inhibition, % at 4.98 µM | Q99500 | actives 0.27% (n = 170,000) | AID 485;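 active = inhibition above the plate cutoff, the mean inhibition of test wells on that plate plus 3 SD, cut at about 28% in these data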;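 also: cells challenged with S1P at its EC80 of 0.8 µM; blue over green emission ratio from cleaved BLA substrate after 4 h stimulation; 0% = S1P-stimulated wells and 100% = unstimulated DMSO-only wells; some compounds past the cut are filed as inactive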
Target sequence (Q99500 whole entry, looked up): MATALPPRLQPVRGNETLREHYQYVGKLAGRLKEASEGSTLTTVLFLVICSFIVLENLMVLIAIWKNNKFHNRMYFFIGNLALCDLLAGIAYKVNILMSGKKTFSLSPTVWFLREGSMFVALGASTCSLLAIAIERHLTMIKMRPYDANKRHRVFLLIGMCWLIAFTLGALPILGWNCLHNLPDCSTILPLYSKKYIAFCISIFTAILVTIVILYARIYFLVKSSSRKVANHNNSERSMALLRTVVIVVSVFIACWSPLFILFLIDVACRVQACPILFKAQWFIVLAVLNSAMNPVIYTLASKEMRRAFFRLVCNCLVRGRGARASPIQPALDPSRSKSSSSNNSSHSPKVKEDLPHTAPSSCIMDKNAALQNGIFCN
TLR4 MyD88 comp: inhibitors of human TLR4-MyD88 binding; O00206+Q99836; HeLa CL3-4 TLR4/MyD88 BLA complementation, FRET ratio; inhibition, % at 8.4 µM; actives 0.18% (n = 200,000); in the data active = inhibition above about 25%;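 also: 0% = vehicle and 100% = reference inhibitor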
PPARg SRC1 recr: agonists of human PPARgamma SRC-1 coactivator recruitment. activation, % at 8 µM. actives 0.41% (n = 200,000). AID 631. PPARgamma-SRC-1 coactivator recruitment biochemical assay; in the data active = activation above about 19%;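 also: 0% = DMSO and 100% = reference agonist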
Target sequence (P37231 whole entry, looked up): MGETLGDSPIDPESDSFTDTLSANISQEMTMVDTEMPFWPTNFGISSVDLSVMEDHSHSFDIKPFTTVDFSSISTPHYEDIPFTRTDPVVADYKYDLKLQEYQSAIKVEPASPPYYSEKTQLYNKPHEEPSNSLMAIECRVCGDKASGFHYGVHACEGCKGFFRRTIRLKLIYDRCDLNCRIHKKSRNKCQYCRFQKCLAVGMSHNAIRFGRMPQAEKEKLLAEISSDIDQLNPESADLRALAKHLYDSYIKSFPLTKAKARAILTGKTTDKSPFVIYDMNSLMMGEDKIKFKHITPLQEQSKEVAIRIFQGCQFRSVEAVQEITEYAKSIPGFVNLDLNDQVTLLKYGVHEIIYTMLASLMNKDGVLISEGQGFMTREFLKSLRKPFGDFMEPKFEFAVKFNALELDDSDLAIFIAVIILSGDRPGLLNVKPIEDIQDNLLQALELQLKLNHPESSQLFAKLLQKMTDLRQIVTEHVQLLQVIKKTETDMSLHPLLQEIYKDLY
Lmaj promast: reduces viability of Leishmania major promastigotes. resazurin fluorescence viability. inhibition, % at 10 µM. actives 9% (n = 200,000). AID 1063; in the data active = inhibition above about 50%;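 also: promastigotes grown with compound for 44 hours at 28 °C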
PPARg SRC-2 ag: agonists of SRC-2 recruitment by human PPARgamma | AID 1032 | PPARgamma LBD-SRC-2 recruitment, biochemical | activation, % at 8 µM | P37231 | actives 0.34% (n = 200,000); in the data active = activation above about 22%;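 also: 0% = vehicle and 100% = reference agonist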
bIAP inh: intestinal alkaline phosphatase (bovine) inhibition; purified bovine IAP, CDP-star luminescence, 30 min; inhibition, % at 20 µM; 190,000 tested, under 10 active; AID 1019;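 active = over 50% inhibition of intestinal alkaline phosphatase at 20 µM in the single-dose screen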
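Assay system – bovine IAP enzyme · Quantity – bovine IAP at 1/65,000,000 final dilution · Detection – CDP-star luminescence signal · Times – 30 min reaction at room temperature · Also added – CDP-star substrate at 30 µM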
bIAP act: intestinal alkaline phosphatase (bovine) activation; purified bovine IAP, CDP-star luminescence, 30 min; active compounds read high; fold of DMSO-control signal, blank-subtracted; activation factor at 20 µM; actives 0.17% (n = 200,000); AID 1016;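 active = activation factor of 2 or more at 20 µM, a signal rise over negative controls twice the positive control's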
SRC2 TRFRET art: TR-FRET artefact, counter-screen to PPARgamma/SRC-2 agonist assay | active compounds read high | TR-FRET ratio at 8 µM | actives 0.4% (n = 200,000); in the data active = TR-FRET ratio above about 2000; also: inactives centre near 1500; reference of the scale not given here
PPARg SRC-3 ag: promotes SRC-3 coactivator recruitment by human PPARgamma | biochemical PPARgamma/SRC-3 coactivator recruitment assay | activation, % at 8 µM | P37231 | actives 0.26% (n = 200,000); in the data active = activation above about 23%;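 also: 0% = DMSO and 100% = reference agonist; some compounds past the cut are filed as inactive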
* = called active by the depositor; · = not tested or not shown.

SMILES	ROMK primary	Redox H2O2 prof	S1P3 antag	TLR4 MyD88 comp	PPARg SRC1 recr	Lmaj promast	PPARg SRC-2 ag	bIAP inh	bIAP act	SRC2 TRFRET art	PPARg SRC-3 ag
Cc1cc(C)c2nc(-c3ccccn3)cc(C(=O)Nc3cc(C)on3)c2c1	0.14	0.8	54*	-4	-4	1	3	14	0.9	1377	7
O=C1NC(=O)c2c(NC(=O)C3CCCO3)cccc21 (stereo not drawn)	0.059	-0.4	18	0	-2	-11	2	-1	1	1568	7
O=C(Nc1ccc(Cl)cn1)C1CCCN1S(=O)(=O)c1ccc(Cl)cc1 (stereo not drawn)	0.58	-1.6	21	3	11	53*	4	9	0.9	1647	-7
CC(=O)Nc1ccc(S(=O)(=O)NCCc2ccccc2)cc1	·	2.8	-7	-11	9	-2	3	14	0.9	1697	0
COc1ccccc1OCC(=O)Nc1ccccn1	·	-2.2	11	6	6	-8	7	0	1	1525	-6
CN(C)c1nc(NCc2ccccc2)nc(SCC(=O)Nc2ccccc2)n1	·	-8.6	·	2	-4	10	4	13	0.9	1431	5
N/C(=N\OC(=O)Cc1ccccc1[N+](=O)[O-])c1ccccn1	-0.66	-0.6	-15	-5	-2	18	2	-4	1	1361	-6
CCN(CC)S(=O)(=O)c1ccc(O)c(NC(=O)c2ccc(N3CCOCC3)c([N+](=O)[O-])c2)c1	0.067	0.2	-8	-11	4	18	1	-14	1.1	1506	1
CCOC(=O)c1c(NC(=O)C2C3C=CC(CC3)C2C(=O)O)sc(C)c1C (stereo not drawn)	·	-0.1	-15	8	-6	-2	4	6	0.9	1409	1
CC(C)CNC(=S)NC1CCCC1	-0.99	0.2	·	-3	2	-1	3	12	0.9	1521	-11
Cc1cc(N2CCN(C(=O)OC(C)(C)C)CC2)n2ncnc2n1	0.086	-3.9	-17	11	12	-1	3	4	1	1598	4
Cn1c(CC(=O)Nc2ccccc2)c(Sc2ccccc2)c2ccccc21	0.22	3.0	3	-4	-4	-4	7	32	0.7	1487	0
O=C(CSc1nc(-c2ccccc2)c(-c2ccccc2)[nH]1)Nc1nccs1	0.44	-3.3	·	-2	0	98*	-5	2	1	1486	3
CC(NC(=O)NC1CCCCC1)c1ccc2c(c1)OCO2 (stereo not drawn)	1.2	-0.2	-17	7	-1	6	1	-22	1.2	1533	1
O=C(NCc1cccs1)c1cc(C2CC2)on1	·	-0.9	·	-11	8	-9	3	19	0.8	1532	13
CCOC(=O)CC1NC(=O)c2ccccc21 (stereo not drawn)	·	0.5	·	-3	10	0	3	2	1	1737	-2
CC(=O)N1CN(CCCn2ccnc2)Cc2c1sc1c2CCCC1	·	-0.5	9	3	4	1	17	-8	1.1	1783	13
Cc1ccc(-c2nc3cnccn3c2Nc2ccc3c(c2)OCO3)o1	·	0.5	-27	2	11	39	4	16	0.8	1522	4
Cc1ccc(C(C)C)c(OCC(O)CN2CCOCC2)c1 (stereo not drawn)	·	1.6	-15	-5	6	88*	3	15	0.9	1578	-8
Cc1ccc(S(=O)(=O)Oc2ccc(/C=C3/N=C(c4ccccc4)OC3=O)cc2)cc1	0.7	0.8	-16	-2	-2	27	7	-48	1.5	1652	4

Part of the list above, limited to TLR4 MyD88 comp, PPARg SRC1 recr and SRC2 TRFRET art.
| Structure | TLR4 MyD88 comp | PPARg SRC1 recr | SRC2 TRFRET art |
| --- | --- | --- | --- |
| O=C(NCc1cccs1)c1cc(C2CC2)on1 | -11 | 8 | 1532 |
| CCOC(=O)CC1NC(=O)c2ccccc21 (stereo not drawn) | -3 | 10 | 1737 |
| CC(=O)N1CN(CCCn2ccnc2)Cc2c1sc1c2CCCC1 | 3 | 4 | 1783 |
| Cc1ccc(-c2nc3cnccn3c2Nc2ccc3c(c2)OCO3)o1 | 2 | 11 | 1522 |
| Cc1ccc(C(C)C)c(OCC(O)CN2CCOCC2)c1 (stereo not drawn) | -5 | 6 | 1578 |

Returning to the listing, starting two compounds before the break.
SMILES	ROMK primary	Redox H2O2 prof	S1P3 antag	TLR4 MyD88 comp	PPARg SRC1 recr	Lmaj promast	PPARg SRC-2 ag	bIAP inh	bIAP act	SRC2 TRFRET art	PPARg SRC-3 ag
Cc1ccc(C(C)C)c(OCC(O)CN2CCOCC2)c1 (stereo not drawn)	·	1.6	-15	-5	6	88*	3	15	0.9	1578	-8
Cc1ccc(S(=O)(=O)Oc2ccc(/C=C3/N=C(c4ccccc4)OC3=O)cc2)cc1	0.7	0.8	-16	-2	-2	27	7	-48	1.5	1652	4
CCOC(=O)C1(CC2CC2)CCN(S(=O)(=O)/C=C/c2ccccc2)CC1	-1.5	-0.4	-10	2	-1	4	2	18	0.8	1306	3
COc1ccc(C2C(=O)N(C3CCCCC3)CC(=O)N2Cc2ccco2)cc1 (stereo not drawn)	·	1.3	·	0	0	-2	7	10	0.9	1444	1
COc1ccc2nc(N/C(N)=N/C(=S)Nc3ccccc3)nc(C)c2c1	1.1	-1.0	-26	7	2	37	3	-12	1.1	1616	-2
O=C(Nn1c(C2CCCCC2)nc2ccccc2c1=O)c1ccc(Cl)c([N+](=O)[O-])c1	-0.13	-0.8	-9	11	5	4	3	-1	1	1740	5
Cc1cc(C)n(C(=O)c2ccc(C)c(S(=O)(=O)N3CCCCC3)c2)n1	-0.49	0.2	·	-1	-2	-1	5	-1	1	1376	-1
CCc1ccccc1NC(=O)COc1ccc2c(c1)OCO2	-0.38	-1.6	-12	-11	3	25	0	2	1	1392	3
Cc1cc2oc(=O)cc(Cn3ncc(Cl)c(Cl)c3=O)c2cc1Cl	-2.6	-0.7	13	11	1	100*	1	-12	1.1	1356	8
O=c1c2ccccc2nc2n1CC/C2=C/N1CCN(c2cccc(C(F)(F)F)c2)CC1	0.53	2.7	17	1	8	55*	5	1	1	1517	4
C=CCNC(=O)NS(=O)(=O)c1ccc(C)cc1	·	1.2	-55	0	9	-5	5	9	0.9	1473	-7
CCOC(=O)c1ccc(N2C(=O)C(CC(=O)NC)N(CCc3ccc(OC)c(OC)c3)C2=S)cc1 (stereo not drawn)	-0.29	0.9	-7	12	6	28	-1	-19	1.2	1381	3
COc1ccc(C(=O)N2C(=O)c3ccc(N)cc3C2=O)cc1	1.1	0.9	-6	3	6	-3	-10	-14	1.1	1630	-1
CCc1ccc(NC(=O)CSc2nc(NS(=O)(=O)c3ccccc3)cc(=O)[nH]2)cc1	-0.14	-0.7	-15	-8	-7	-3	-1	1	1	1604	8
O=C(Nc1ccc(C(F)(F)F)cc1Cl)c1ccc(Cn2cc(Br)cn2)o1	·	-0.2	-2	0	3	-8	12	0	1	1327	2
Cc1ccc(Nc2cc(-n3nc(C)cc3C)ncn2)c(C)c1	·	-1.4	-1	4	5	21	6	8	0.9	1714	-4
CC(C)NC(=O)c1cc(-c2ccc(Br)cc2)on1	0.67	0.2	1	-6	-2	-1	-1	18	0.8	1435	-1
O=C(N/C(=C/C=C/c1ccccc1)C(=O)N1CCOCC1)c1ccccc1Cl	0.2	0.3	-12	-5	-1	10	7	-6	1.1	1506	6
CCC(CC)=NNC(=O)c1ccccc1OCc1ccc(F)cc1	·	0.1	1	-1	7	-3	3	13	0.9	1488	-9
O=C(c1ccco1)N1CCN(C(=O)C2CCCN(S(=O)(=O)c3cccc4nsnc34)C2)CC1 (stereo not drawn)	-0.48	0.1	·	9	-1	0	-5	4	1	1382	-2
Cc1cc(C)n(S(=O)(=O)c2cc(C(=O)O)c(Cl)cc2Cl)n1	0.028	0.6	-37	6	2	-3	5	11	0.9	1710	-14
COc1ccc(C/C(N)=N/OC(=O)c2cccs2)cc1	-0.22	0.8	6	8	6	0	7	-2	1	1507	3
CCc1ccccc1NC(=O)C(C#N)Cc1cccnc1 (stereo not drawn)	·	3.0	-21	0	-1	-6	8	-42	1.4	1329	8
CCOC(=O)NC(Nc1ccc(C)cn1)(C(F)(F)F)C(F)(F)F	0.045	1.4	-20	1	3	-3	-10	6	0.9	1408	-10
CCOC(=O)N1CCN(S(=O)(=O)c2ccc3c(c2)oc(=O)n3C)CC1	·	0.3	-36	-7	-4	-9	0	11	0.9	1429	0
CC1(C)CCCC2=C1CC1C(=O)N(O)C(=O)C1C2 (stereo not drawn)	0.031	-0.3	-15	-8	-3	-3	3	11	0.9	1372	-9
Cc1nn(-c2ccccn2)c2c1C(c1ccccn1)C1=C(CCCC1=O)N2 (stereo not drawn)	-0.56	0.1	·	-3	4	1	14	-16	1.2	1615	4
COCCNC(=O)Nc1ccc2c(c1)N(C)C(=O)CS2	0.12	0.6	·	0	-2	2	-2	-1	1	1380	-1
CCc1ccc(-c2cc(C(=O)NN3CCOCC3)c3ccccc3n2)s1	1	-0.9	-4	8	5	7	4	-19	1.2	1698	8
Cc1nn(Cc2ccccc2)c(C)c1NC(=O)CCCn1nc([N+](=O)[O-])cc1C	1.2	0.6	-5	2	5	-2	-2	12	0.9	1525	-1
CNCC(=O)Nc1ccc(OC(F)(F)F)cc1	-1.7	-0.3	5	-2	12	-1	-3	-13	1.1	1517	-2
COc1ccccc1C(=O)Nc1ccc(C(=O)N2CCCC2)cc1	·	-2.4	·	-15	4	-3	2	4	1	1369	-1
Cc1cc([N+](=O)[O-])ccc1NC(=O)/C=C/c1cccs1	·	0.8	-7	2	-8	1	1	0	1	1671	-2
COC(=O)c1c(C(=O)OC)c2cc(C(=O)c3ccccc3)ccn2c1Cl	-1.6	0.5	·	-9	-2	5	3	-13	1.1	1422	13
Cc1cccc(C(=O)Nc2ccc(C)c(OC(=O)c3cccc(C)c3)c2)c1	·	1.5	·	5	-5	-2	3	13	0.9	1404	0
CCCCC(=O)Nc1cccc(NC(=O)c2ccc(Br)cc2)c1	·	-7.5	·	-9	0	-5	5	8	0.9	1782	3
COc1ccc2c(=O)c3c(=O)n(Cc4ccco4)c(-c4ccccc4)nc3oc2c1	0.02	-3.5	16	0	-1	62*	8	1	1	1533	4
Cc1c(NC(=O)C(C)OC(=O)COc2cccc3c2OC(C)(C)C3)c(=O)n(-c2ccccc2)n1C (stereo not drawn)	·	-0.5	-28	21	6	-6	9	13	0.9	1462	0
Cc1onc(-c2ccccc2Cl)c1C(=O)NCC(=O)O	-0.5	-0.6	-27	-1	6	-4	11	2	1	1579	11
Cc1cc(C(=O)N/N=C/C=C/c2ccc3c(c2)OCO3)n[nH]1	·	0.7	·	-19	13	-4	9	-32	1.3	1698	7
CC(=O)NCCCNS(=O)(=O)c1ccc(C)cc1	1.2	-0.5	-4	-9	6	-3	0	5	0.9	1680	6
COc1c(O)cccc1-c1nnn(CCC(=O)OCC(=O)c2ccccc2)n1	·	1.5	-21	9	6	-7	5	-4	1	1505	2
CN(C)/C=C(\C#N)C(N)=C(C#N)C#N	-0.54	-1.6	-4	4	0	3	-2	0	1	1315	1
O=C(CSc1nnc(-c2ccccc2F)n1C1CCCCC1)N1CCCC1	·	0.0	-7	19	0	-5	0	-1	1	1477	-1
O=C(CCCOc1ccccc1)Nc1cccc(C(=O)O)c1	·	1.6	2	-7	0	-3	3	14	0.9	1384	-1
Cc1cc(C)cc(OCc2nc(-c3cccnc3)no2)c1	0.3	0.3	13	4	3	-3	5	-11	1.1	1418	-2
O=C(NC1CC1)C1CCN(Cc2cnn(-c3ccccc3)c2-n2cccc2)CC1	-0.24	0.2	·	-5	0	39	-2	-50	1.5	1204	-15
